From PubChem
PLCb3 inh: inhibitors of human phospholipase C beta3; Q01970; Purified PLC-beta3, fluorogenic substrate, fluorescence; inhibition, % at 12.2 µM; hit rate 0.18% among 370,000; AID 720704; in the data active means inhibition above about 11%;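 further: 0% = median of compound wells on plate and 100% = full blocker control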
ssDAF12 agonist: activators of S. stercoralis DAF-12 nuclear receptor; hit rate 1% among 370,000; HEK293 ssDAF-12/GRIP1 lit1-tk-luc reporter, luminescence; % of 3 µM dafachronic acid response; activation, % at 6.8 µM;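 active means activation above the mean over all tested compounds plus 3 SD, cut at about 0.9% in these data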;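 further: 0% = DMSO-only wells and 100% = 3 µM delta7-dafachronic acid wells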
Rev-erbA mod: modulators of human Rev-erb alpha DNA binding | activity, % at 10 µM | hit rate 0.79% among 370,000 | P20393 | Rev-erbα–FITC-DNA binding, fluorescence polarization, 90 min;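 active means activity above about 14%, limit read from the data; passing the limit was not always enough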;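 further: 0% = DMSO wells with 35 nM protein and 100% = DMSO wells with 750 nM protein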
Target sequence (P20393 whole entry, looked up): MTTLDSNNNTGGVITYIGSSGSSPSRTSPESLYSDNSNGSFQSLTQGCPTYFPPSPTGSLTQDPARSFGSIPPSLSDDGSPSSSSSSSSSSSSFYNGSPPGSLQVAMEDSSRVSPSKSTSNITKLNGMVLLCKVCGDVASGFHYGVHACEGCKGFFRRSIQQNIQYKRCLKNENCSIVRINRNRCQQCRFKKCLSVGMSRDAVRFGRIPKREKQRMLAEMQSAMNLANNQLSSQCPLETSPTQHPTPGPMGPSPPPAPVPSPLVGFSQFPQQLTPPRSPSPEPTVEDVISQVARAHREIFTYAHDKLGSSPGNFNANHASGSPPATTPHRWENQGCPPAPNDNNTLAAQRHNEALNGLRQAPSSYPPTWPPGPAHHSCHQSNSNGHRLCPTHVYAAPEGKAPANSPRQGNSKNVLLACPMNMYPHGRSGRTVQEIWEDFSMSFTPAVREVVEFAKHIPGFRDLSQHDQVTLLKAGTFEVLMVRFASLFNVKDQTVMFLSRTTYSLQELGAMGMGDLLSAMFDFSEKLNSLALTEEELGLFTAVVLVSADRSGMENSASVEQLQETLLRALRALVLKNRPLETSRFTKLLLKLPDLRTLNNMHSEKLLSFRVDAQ
DAX1 inh-1: inhibitors of human orphan nuclear receptor DAX1 (NR0B1). inhibition, % at 6.75 µM. AID 504766. P51843. hit rate 0.99% among 340,000. HEK293 Gal4-DAX1 luciferase reporter, luminescence;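 active means inhibition above the mean over all tested compounds plus 3 SD, cut at about 4.2% in these data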;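 further: 0% = DAX1-transfected cells with DMSO and 100% = empty-vector control cells with DMSO; inhibition shows as a rise in luminescence from relieved DAX1 repression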
Target sequence (P51843 207-470 limits assumed): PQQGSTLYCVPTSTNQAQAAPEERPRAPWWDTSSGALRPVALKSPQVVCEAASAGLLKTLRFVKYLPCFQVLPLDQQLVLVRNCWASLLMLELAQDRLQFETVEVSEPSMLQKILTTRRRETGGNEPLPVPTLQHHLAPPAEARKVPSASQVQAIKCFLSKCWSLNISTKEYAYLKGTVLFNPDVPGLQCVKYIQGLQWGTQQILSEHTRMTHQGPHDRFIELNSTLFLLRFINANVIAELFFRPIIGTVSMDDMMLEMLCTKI
hcDAF12 agonist: activators of H. contortus DAF-12 nuclear receptor | HEK293 hcDAF-12 lit1-tk-luc reporter, luminescence; 0% DMSO, 100% Δ7-dafachronic acid | activation, % at 6.8 µM | hit rate 1.4% among 370,000 | AID 652067;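 active means activation above the mean of all tested compounds plus 3 SD, cut at about 5.5% in these data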;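 further: 100% = response to 3 µM Δ7-dafachronic acid high control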
DAX1 inh-2: blocks DAX1 repression of SF-1 activated StAR promoter; AID 652010; HEK293T StAR-luciferase reporter, SF-1/DAX-1 repression relief; hit rate 1.1% among 370,000; inhibition, % at 6.8 µM;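 active means inhibition above the mean over all tested compounds plus 3 SD, cut at about 3.6% in these data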;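 further: 0% = DAX-1 cells with DMSO and 100% = cells lacking DAX-1 with DMSO; higher inhibition means more luminescence from relief of DAX-1 repression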
MBD2 DNA inh: blocks human MBD2 binding to methylated DNA. AID 686964. TR-FRET, MBD2 binding to methylated oligonucleotide. hit rate 0.31% among 370,000. inhibition, % at 4.4 µM; in the data active means inhibition above about 13%
PLCg1 inh: blocks human PLC-gamma1 enzyme activity; purified PLC-gamma1, fluorogenic substrate, fluorescence; inhibition, % at 12.2 µM; P19174; AID 720700; hit rate 0.84% among 370,000; in the data active means inhibition above about 9.5%
ADAM17 inh: inhibitors of human ADAM17; AID 720648; inhibition, % at 6.95 µM; recombinant ADAM17, EDANS/DABCYL FRET peptide cleavage; hit rate 0.83% among 370,000; P78536;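 active means inhibition above the mean of compounds lying between control limits plus 3 SD, set per campaign, cut at about 8.5% in these data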;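 further: 0% = DMSO-only wells as the low control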
SMARCA2 act: increases SMARCA2 function in MMTV reporter cells. MG213 cells, MMTV-luciferase reporter, dexamethasone, overnight. activation, % at 9.1 µM. hit rate 1% among 370,000. AID 652017; in the data active means activation above about 7.8%;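 further: 0% = vehicle wells and 100% = reference activator wells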
hgDAF12 agonist: hgDAF-12 agonism, primary luciferase screen. HEK293 GAL4-hgDAF12 UAS-luciferase reporter, agonist luminescence; normalized to butyrate control. activation, % at 6.8 µM. hit rate 1.8% among 370,000. AID 687014;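 active means activation above a cutoff set at the mean of all screened compounds plus 3 SD, cut at about 10% in these data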;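 further: 0% = DMSO wells and 100% = sodium butyrate wells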
Active calls of the source: *; x = no result given.

| Structure | PLCb3 inh | ssDAF12 agonist | Rev-erbA mod | DAX1 inh-1 | hcDAF12 agonist | DAX1 inh-2 | MBD2 DNA inh | PLCg1 inh | ADAM17 inh | SMARCA2 act | hgDAF12 agonist |
| --- | --- | --- | --- | --- | --- | --- | --- | --- | --- | --- | --- |
| Brc1ccc(/C=N/c2nc3ccccc3n2CCN2CCOCC2)cc1 | -3 | -0.4 | -4 | 0.3 | 2.2 | -0.5 | 3 | 9 | 0 | -2 | 2.7 |
| Cn1c(=O)cc(OCC(=O)NCc2cccs2)c2ccccc21 | -1 | -1.5 | -4 | 1.3 | 4.2 | 0.6 | -3 | -1 | 0 | 1 | 4.8 |
| N#CCC(=O)NC(=O)NCC1CC1 | -18 | -1.3 | 0 | 2.0 | -1.4 | 0.4 | 3 | -15 | -21 | 0 | 0.1 |
| CCCCn1nnnc1NCc1cc(OC)c(OC)c(OC)c1 | 0 | -1.4 | -3 | 0.0 | -1.1 | -0.3 | 4 | 3 | -2 | -1 | -0.6 |
| O=C(/C=C/c1ccco1)OCC1CCCN2CCCCC12 (stereo not drawn) | 0 | -1.1 | 2 | 0.7 | 0.1 | 0.4 | 0 | 5 | -1 | 1 | 1.5 |
| O=C(NCc1ccccn1)[C@@H]1CCCN1C(=O)[C@@H]1CCCN1C(=O)c1cccc(Cl)c1 | 0 | -0.7 | 2 | x | -0.4 | 1.0 | -3 | 2 | 0 | 1 | -1.7 |
| COc1cccc(NC(=O)C(Sc2nnc(Nc3ccccc3C)s2)c2ccccc2)c1 (stereo not drawn) | 4 | -1.1 | 2 | -1.2 | -2.1 | -0.3 | 2 | 10.0* | 14* | 6 | 3.7 |
| CN(CC(=O)Nc1cccc(F)c1)C(=O)CSc1ccccc1F | -3 | -1.2 | -11 | 1.3 | 2.5 | -0.8 | 3 | 0 | 1 | -1 | 2.3 |
| O=C1CCCN1CCCNS(=O)(=O)c1ccc(Br)cc1 | -2 | -0.8 | -5 | 0.2 | 0.5 | 0.6 | 2 | 5 | 0 | -3 | -1.7 |
| CC1=Nc2ccccc2N=C(N)C1c1ccccc1 (stereo not drawn) | -6 | 1.5* | 1 | 1.3 | 7.4* | 5.1* | -2 | -8 | -3 | 4 | 18* |
| O=C(Nc1cccc2ncccc12)c1ccc(Cl)cc1 | -2 | 0.5 | 7 | 2.5 | 5.5 | -0.4 | -3 | 1 | -2 | 1 | 0.3 |
| Cn1c(=O)cc(OCC(=O)NCCCN2CCN(c3cccc(Cl)c3)CC2)c2ccccc21 | 4 | -0.7 | -4 | 1.8 | 1.9 | -0.3 | 0 | 2 | -1 | 1 | -1.0 |
| O=C(O)C1CCC(Cn2c(SCc3cc(=O)n4ccccc4n3)nc3ccsc3c2=O)CC1 (stereo not drawn) | -10 | -2.1 | -2 | 5.0* | -1.7 | 0.4 | -6 | -1 | -2 | 2 | 0.3 |
| COc1ccc(-c2csc(NC(=S)NC(=O)c3cccs3)n2)cc1OC | -3 | -1.6 | -14 | -1.5 | -2.4 | -1.3 | -3 | 0 | 5 | 1 | -3.6 |
| CCc1ccc(NC(=O)C2C3/C=C\CCCCC32)cc1 (stereo not drawn) | 5 | -0.8 | 4 | 1.1 | 3.3 | -0.4 | -4 | 4 | 3 | 3 | 4.0 |
| COc1ccc(CCNS(=O)(=O)c2cc3c4c(c2)C(C)C(=O)N4CCC3)cc1OC (stereo not drawn) | -10 | -1.2 | 1 | -0.4 | -3.2 | 0.0 | -5 | -5 | 0 | -2 | -2.2 |
| Cc1ccc(/C=C/C(=O)OC(C)C(=O)Nc2ncc(Cl)cc2Cl)o1 (stereo not drawn) | 0 | -1.3 | 4 | 1.7 | -1.6 | -0.6 | 8 | -5 | -10 | -3 | -0.2 |
| CC(=O)c1ccc(N2CCN(C(=O)CCC(=O)c3cccs3)CC2)cc1 | -6 | -1.6 | -4 | 2.7 | -1.2 | -0.5 | -3 | -3 | -3 | -3 | -0.5 |
| CCOc1cc(OCC)cc(C(=O)NCc2ccco2)c1 | -5 | -1.3 | -6 | 1.5 | -0.6 | -0.1 | -5 | 0 | -5 | -2 | 0.3 |
| O=C(CNC(=O)c1ccccc1F)NCCN1C(=O)S/C(=C\c2ccccc2Cl)C1=O | -7 | -0.7 | -3 | -1.1 | -1.1 | -1.3 | -4 | 5 | -6 | 1 | -0.9 |
| COc1ccc(Sc2nc(-c3ccccc3)ncc2OC)cc1 | 1 | -1.9 | 0 | -1.5 | 0.9 | 0.1 | 1 | -3 | -1 | 1 | -1.4 |
| Cc1ccc(CNC(=O)C2CC3Cn4c(nc5ccccc54)C3N2C)o1 (stereo not drawn) | -9 | -0.7 | 1 | -0.5 | -1.5 | -0.6 | 4 | -3 | -5 | -1 | -1.9 |
| O=c1cc(-c2ccncc2)oc2ccccc12 | 5 | -1.6 | 2 | -0.6 | -2.2 | 1.7 | 1 | 3 | 0 | 0 | 6.3 |
| CN(Cc1cccc(F)c1)C(=O)c1ccc2c(=O)n3c(nc2c1)CCC3 | -8 | -0.6 | -2 | 0.7 | -0.8 | 0.1 | 4 | 1 | -6 | -1 | -1.6 |
| O=C(NCC(O)c1ccccc1)c1ccc(Cl)c(S(=O)(=O)N2CCCCC2)c1 (stereo not drawn) | -9 | -1.8 | -2 | -2.2 | -5.0 | -5.9 | 0 | -2 | 0 | -2 | -5.7 |
| CCN(C1=NS(=O)(=O)c2ccccc21)N(CC)S(=O)(=O)c1ccc(C)cc1 | -3 | -1.3 | -4 | 0.5 | 0.1 | -0.5 | -4 | 2 | -2 | -2 | -1.6 |
| COc1ccc(C(=O)NCCN2CCOCC2)cc1[N+](=O)[O-] | 3 | 0.0 | 3 | 2.5 | 1.3 | 0.3 | 1 | 4 | 0 | -3 | -0.2 |
| CCOC(=O)C[n+]1c(C)ccc2c1CCC2 | 1 | -1.0 | 4 | 0.9 | -0.9 | 0.4 | 3 | 0 | -6 | -2 | 1.7 |
| O=C(CCS(=O)(=O)Cc1cccc(Cl)c1)NCCc1ccccc1 | -6 | -0.9 | -6 | -0.4 | -0.5 | 0.1 | -2 | 2 | -3 | -1 | 1.8 |
| CC(=O)O[C@H]1C[C@@H](n2cnc3c(Cl)ncnc32)[C@@H]2OC(C)(C)O[C@@H]21 | 4 | -0.2 | 4 | x | -1.2 | -0.5 | 0 | 1 | 0 | 6 | -4.3 |
| CCOC(=O)c1c(NS(C)(=O)=O)sc2c1CCC(C)C2 (stereo not drawn) | -13 | -0.3 | -5 | 1.0 | -0.9 | 0.7 | 10 | -6 | 1 | 0 | 0.2 |
| Brc1ccc(-n2cnc(-c3ccccc3)c2)cc1 | 1 | 0.2 | -1 | 5.4* | 7.2* | 2.8 | -1 | 5 | -3 | 0 | 20* |
| COC(=O)c1ccc2nc(-c3ccc(Cl)cc3)c(Cc3cccc(F)c3)n2c1 | -6 | -0.3 | -4 | x | -1.5 | 1.0 | 3 | -7 | -2 | 1 | 0.4 |
| Cc1ccc(Cl)cc1NC(=O)C(=O)N1CCCCC1 | 2 | -1.0 | -1 | -1.1 | -0.5 | -0.3 | -1 | 6 | 1 | -3 | 1.3 |
| Cc1ccccc1-n1nc2c(c1NC(=O)c1cccs1)CS(=O)(=O)C2 | -7 | -0.6 | 6 | -0.1 | -2.0 | -0.4 | -1 | 0 | -1 | 0 | -1.1 |
| N#Cc1ccc(C(S(=O)(=O)Cc2ccccc2)S(=O)(=O)Cc2ccccc2)cc1 | -6 | -0.3 | -1 | 4.1 | 0.5 | -0.9 | 0 | 1 | 1 | -3 | 0.8 |
| O=C(NCC(c1ccco1)N1CCN(c2ccccc2)CC1)C(=O)NC1CC1 (stereo not drawn) | -6 | -1.3 | -2 | -0.2 | 2.2 | 2.3 | 0 | 1 | -8 | -1 | 1.8 |
| O=C(N/N=C/C(Cl)=C/c1ccccc1)c1ccco1 | 6 | 0.3 | 6 | 1.6 | 5.0 | 4.0* | 8 | 6 | -6 | 4 | 22* |
| CNC(=O)CCc1nc(-c2ccc(C(C)C)cc2)no1 | 1 | -0.1 | -2 | x | 0.5 | x | 1 | 1 | -3 | x | 5.4 |
| CCCCN(C)c1c2c(nc3ncnn13)CCCC2 | 3 | -0.6 | 0 | x | -0.8 | -1.1 | -3 | 0 | 2 | 0 | -3.8 |
| CCC(=O)N1CC(C)C(=O)Nc2ccccc21 (stereo not drawn) | 4 | -1.2 | -1 | 0.1 | -0.5 | 0.0 | -3 | 2 | -1 | 1 | -1.5 |
| O=C(CC(C(=O)NCc1ccccc1)c1nc2ccccc2c(=O)[nH]1)NCc1ccccc1 (stereo not drawn) | -11 | -1.1 | -9 | 3.8 | 0.9 | -0.1 | -4 | 3 | 0 | 2 | 2.7 |
| O=C(CCCC(=O)NNC(=O)Nc1ccccc1)NNC(=O)Nc1ccccc1 | 2 | -0.8 | -2 | x | -1.4 | -0.3 | -4 | 1 | 2 | 0 | 0.1 |
| COCC(C)n1c(SCC(=O)NC2CCCCC2)nc2ccccc2c1=O (stereo not drawn) | -14 | -1.2 | 5 | 0.3 | 2.4 | 0.1 | 1 | -1 | -1 | 5 | 0.1 |
| CCCOC(=O)c1cccc(NC(=O)c2cccnc2)c1 | 5 | -0.7 | -1 | -0.7 | -1.6 | -0.8 | 0 | 2 | -1 | 3 | 4.1 |
| CCN(CC(=O)Nc1ccc(NC(C)=O)cc1)C(=O)c1cc2ccccc2oc1=O | -4 | -1.0 | 1 | -0.2 | 0.1 | 0.8 | -5 | -4 | -4 | -2 | 0.9 |
| CCCOc1ccc(F)cc1-c1cc(C(=O)NCc2cc(OC)cc(OC)c2)[nH]n1 | 2 | -1.6 | -3 | x | -2.2 | -1.6 | 5 | 5 | 7 | -8 | -1.3 |
| Cc1ccc(NC(=O)C(C)Sc2n[nH]c(CNc3ccccc3)n2)cc1 (stereo not drawn) | -5 | -0.9 | 6 | -1.0 | 1.7 | -0.5 | -5 | 2 | 1 | -2 | 2.8 |
| CC(Sc1ccccc1)C(=O)NNC(=O)c1csc(N2CCOCC2)n1 (stereo not drawn) | -16 | -0.6 | 3 | -0.2 | -0.7 | 0.3 | 4 | -5 | -6 | -1 | 1.8 |

4 entries already listed, ordered by molecular weight, rising:
| Structure | PLCb3 inh | ssDAF12 agonist | Rev-erbA mod | DAX1 inh-1 | hcDAF12 agonist | DAX1 inh-2 | MBD2 DNA inh | PLCg1 inh | ADAM17 inh | SMARCA2 act | hgDAF12 agonist |
| --- | --- | --- | --- | --- | --- | --- | --- | --- | --- | --- | --- |
| Cc1ccc(Cl)cc1NC(=O)C(=O)N1CCCCC1 | 2 | -1.0 | -1 | -1.1 | -0.5 | -0.3 | -1 | 6 | 1 | -3 | 1.3 |
| Cc1ccc(NC(=O)C(C)Sc2n[nH]c(CNc3ccccc3)n2)cc1 (stereo not drawn) | -5 | -0.9 | 6 | -1.0 | 1.7 | -0.5 | -5 | 2 | 1 | -2 | 2.8 |
| O=C(CCCC(=O)NNC(=O)Nc1ccccc1)NNC(=O)Nc1ccccc1 | 2 | -0.8 | -2 | x | -1.4 | -0.3 | -4 | 1 | 2 | 0 | 0.1 |
| CCCOc1ccc(F)cc1-c1cc(C(=O)NCc2cc(OC)cc(OC)c2)[nH]n1 | 2 | -1.6 | -3 | x | -2.2 | -1.6 | 5 | 5 | 7 | -8 | -1.3 |
